Yeast superoxide: yeast age-related superoxide inhibition as caloric restriction mimetic; AID 2690; superoxide response (% of plate mean), % at 10 µM; S. cerevisiae aged cells, superoxide DHE fluorescence; stronger effect = lower value; 0.18% of 330,000 active;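 active means superoxide response under a set limit, about three screen SD below normal, cut at about 65% in these data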;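 further: yeast aged for seven days with compound at 30 °C before DHE staining; 100% = average MFI of all compound-treated wells on the plate with controls excluded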
Efflux pump mplx: blocks antifungal efflux pumps in multiplex yeast assay. S. cerevisiae Candida pump triplex, Nile Red efflux. AID 485275. 0.44% of 330,000 active. inhibition, % at 10 µM;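 active means plate passing quality check with inhibition over a set limit, or well fluorescence over plate mean plus 4 SD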;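 further: Nile Red retained in pooled yeast measured as flow cytometry median fluorescence; 0% = buffer negative control and 100% = Enniatin B positive control; higher means more Nile Red kept so more efflux inhibition; some compounds called inactive have numbers as strong as hits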
* hit, by the source's call.

Start of the listing, in advance:
smiles	Yeast superoxide	Efflux pump mplx
C[C@@H]1[C@H]2[C@@H]3CC[C@@H](C3)[C@H]2CN[C@H]1c1cn(Cc2ccccc2)c2ccccc12	93	0.2
CN(Cc1ccccc1)S(=O)(=O)c1ccccc1Br	107	0.1

All compounds of this part, previewed entries included:
smiles	Yeast superoxide	Efflux pump mplx
C[C@@H]1[C@H]2[C@@H]3CC[C@@H](C3)[C@H]2CN[C@H]1c1cn(Cc2ccccc2)c2ccccc12	93	0.2
CN(Cc1ccccc1)S(=O)(=O)c1ccccc1Br	107	0.1
O=C(Cn1cnc2c(NCc3ccccc3)ncnc21)NCCN1CCOCC1	125	0.0
CCOC(=O)C1=CN(Cc2ccco2)S(=O)(=O)N(CC)C1c1ccccc1 (stereo not given)	107	0.1
C[C@]12c3[nH]c4cc(-c5ccco5)ccc4c3CCN1C(=O)[C@@H](CC(=O)NCCN1CCOCC1)C[C@@H]2C(=O)N1CCOCC1	99	-0.3
Cc1ccc(C)c(N2CCN(C(=O)CCc3nc(-c4ccccc4Br)no3)CC2)c1	108	-0.4
CCN(CC)C(=O)[C@H]1C[C@H](CC(=O)NCc2cccc(C(F)(F)F)c2)C(=O)N2CCc3c([nH]c4cc(CCC(=O)N(C)C)ccc34)[C@]12C	88	0.2
O=S1(=O)[C@H]2C[C@H](CO)O[C@@]2(CO)CN1Cc1ccc(-c2ccc(F)cc2)cc1	102	-0.6
COC(=O)[C@@]1(C)[C@H]2C(=O)N(Cc3ccccc3)C(=O)[C@H]2[C@H]2CN=C(SCC3CC3)N21	106	0.0
CC[C@H]1C(c2ccc(F)cc2)=NN(c2ccccc2)[C@@H]1CO	112	-0.2
COC(=O)CCN(Cc1ccccc1)S(=O)(=O)c1ccccc1Br	91	-0.5
CC(C)=CCC/C(C)=C/CNC(=O)C[C@H]1C[C@H](C(=O)N2CCCCC2)[C@@]2(C)c3[nH]c4ccc(Cl)cc4c3CCN2C1=O	109	0.1
Nc1ncnc2c1ncn2[C@@H]1O[C@H](CNC(=O)[C@@H]2CCC(=O)N2)[C@@H](O)[C@H]1O	96	-0.3
Cc1cc2oc(=O)cc(-c3ccccc3)c2c(C)c1-c1ccc(CO)cc1	99	0.1
CCOC(=O)CC[C@H](NC(=O)Cn1cnc(C(=O)Nc2ccc(C)c(C)c2)n1)C(=O)OCC	99	-0.5
COc1ccc(-c2noc(CCC(=O)N3CCC(c4cc(C)ccc4C)CC3)n2)cc1	97	0.3
C[C@H]1NS(=O)(=O)c2ccc(Br)cc2O[C@H]1c1ccccc1	107	-0.4
CC(C)N(C(=O)[C@H]1C[C@H](CC(=O)NC(C)(C)C)C(=O)N2CCc3c([nH]c4cc(CCC(=O)N(C)C)ccc34)[C@]12C)C(C)C	89	0.2
COc1ccc(-c2cccc(-c3cc(=O)oc4cc(OC)cc(OC)c34)c2)cc1	115	0.1
CCOC(=O)C1Oc2ccccc2C(C(=O)OC)=C1C(=O)OC (stereo not given)	104	-0.2
COc1ccc(-c2noc(CCCC(=O)N3CCN(c4cc(C)ccc4C)CC3)n2)cc1	111	0.1
COc1ccc(N[C@@H]2CCN3C(=O)c4ccccc4[C@@H]3C[C@H]2O)cc1	92	-0.2
COc1cc2oc(=O)cc(-c3cccc(-c4cccc(C)c4)c3)c2c(OC)c1OC	86	0.1
CO[C@H]1CC[C@@]2(C)[C@@H](CC[C@@H]3[C@@H]2CC[C@@]2(C)[C@H]3C[C@H](C(=O)O)O[C@]23CCCO3)C1	81	-0.2
COC(=O)[C@H](CC(C)C)NC(=O)Cn1cnc(C(=O)Nc2ccc(C)c(C)c2)n1	111	0.1

Some values from above.
Reading for CC(C)=CCC/C(C)=C/CNC(=O)C[C@H]1C[C@H](C(=O)N2CCCCC2)[C@@]2(C)c3[nH]c4ccc(Cl)cc4c3CCN2C1=O under Yeast superoxide: 109
Reading for CCOC(=O)C1=CN(Cc2ccco2)S(=O)(=O)N(CC)C1c1ccccc1 (stereo not given) under Yeast superoxide: 107
Reading for CO[C@H]1CC[C@@]2(C)[C@@H](CC[C@@H]3[C@@H]2CC[C@@]2(C)[C@H]3C[C@H](C(=O)O)O[C@]23CCCO3)C1 under Efflux pump mplx: -0.2
Reading for Cc1ccc(C)c(N2CCN(C(=O)CCc3nc(-c4ccccc4Br)no3)CC2)c1 under Yeast superoxide: 108

(continued)
smiles	Yeast superoxide	Efflux pump mplx
COc1ccccc1CNS(=O)(=O)c1ccc(N2CCCC2)cc1Br	116	-0.3
O=C(C[C@H]1C[C@H](C(=O)N2CCOCC2)[C@@]2(CCC3CCCC3)c3[nH]c4ccc(Cl)cc4c3CCN2C1=O)NCCN1CCOCC1	118	-0.1
CN(C)C(=O)CCc1ccc2c3c([nH]c2c1)[C@]1(C)[C@@H](C(=O)N2CCCCC2)C[C@H](CC(=O)NCC24CC5CC(CC(C5)C2)C4)C(=O)N1CC3	88	0.4
C=CCOC1=CS(=O)(=O)N(Cc2ccc(Br)cc2)c2ccc(Br)cc21	105	-0.2
CCN(CC)C(=O)[C@H]1C[C@H](CC(=O)NCCCN(C)C)C(=O)N2CCc3c([nH]c4cc(CCC(=O)N(C)C)ccc34)[C@]12C	101	-0.2
NS(=O)(=O)c1ccc(N2N=C(c3ccccc3)CC2c2cccc(Cl)c2)cc1 (stereo not given)	91	-0.1
CCOC(=O)C1=C(C)c2ccccc2OC1(CC)C(=O)OCC (stereo not given)	86	0.2
CC[C@@H]1C(c2ccccc2)=NN(c2ccc(Br)cc2)[C@H]1C(=O)N1CCOC1=O	83	0.4
CC(C)N(C(=O)[C@H]1C[C@H](CC(=O)NCCCn2ccnc2)C(=O)N2CCc3c([nH]c4ccc(Cl)cc34)[C@]12C)C(C)C	112	-0.4
C1=C[C@H]2CC[C@@H]1N(c1ccccc1)O2	97	-0.1
O=C(C[C@H]1C[C@H](C(=O)N2CCOCC2)[C@@]2(CCC3CCCC3)c3[nH]c4cc(-c5ccco5)ccc4c3CCN2C1=O)NCCC1=CCCCC1	115	0.8
CCOC(=O)C1Oc2ccccc2C(c2ccc(OC)cc2)=C1C(=O)OC (stereo not given)	85	-0.2
CCOC(=O)C1=C(C)N(C[C@@H]2CC[C@@H](Cc3ccc(-c4ccccc4)cc3)O2)C(=O)NC1c1ccc(Cl)cc1 (stereo not given in full)	85	-0.3
Cc1ccc(CNC(=O)Cn2cnc3c(NCc4ccccc4)ncnc32)o1	102	0.0
CC[C@]12c3[nH]c4cc(CCC(=O)N(C)C)ccc4c3CCN1C(=O)[C@@H](CC(=O)NCc1ccco1)C[C@@H]2C(=O)N1CCN(C(=O)c2ccco2)CC1	94	-0.4
Nc1ncnc2c1ncn2[C@@H]1O[C@H](CNC(=O)[C@H](N)Cc2cscn2)[C@@H](O)[C@H]1O	105	0.3
COc1ccc(-c2cccc(-c3cc(=O)oc4cc(OC)c(OC)c(OC)c34)c2)cc1	95	0.4
COc1cc2oc(=O)cc(-c3ccc(-c4ccc(F)c(Cl)c4)cc3)c2c(OC)c1OC	96	-0.1
COC(=O)[C@@]1(C)[C@H]2C(=O)N(C)C(=O)[C@H]2[C@H]2CN=C(SCc3ccc(Cl)cc3)N21	100	0.3
O=C(N[C@@H]1c2ccccc2CC[C@@H]1OCc1ccccc1)c1ccc(-c2ccccc2)cc1	93	-0.5
C[C@@H](N)C(=O)NC[C@H]1O[C@@H](n2cnc3c(N)ncnc32)[C@H](O)[C@@H]1O	98	-0.1
COc1ccc2c(-c3ccc(OCCN4CCOCC4)cc3)c(-c3ccccc3OC)sc2c1	99	0.5
COc1ccc2[nH]c3c(c2c1)CCN1C(=O)C(CC(=O)NCC24CC5CC(CC(C5)C2)C4)C[C@H](C(=O)N2CCCCC2)[C@@]31C (stereo not given in full)	109	0.5
CCCN=C1N(CC)C[C@@H]2[C@@H]3C(=O)N(Cc4ccccc4)C(=O)[C@@H]3[C@](C)(C(=O)OC)N12	115	0.3
Cc1ccc(C)c(N2CCN(C(=O)CCc3nc(-c4ccccc4)no3)CC2)c1	96	-0.4

Following part
mol	Yeast superoxide	Efflux pump mplx
COC(=O)C/C=C/N(Cc1ccccc1OC)S(=O)(=O)CCl	98	-0.3
O=S(=O)(NCCc1ccc(F)cc1)c1ccc(F)cc1Br	99	-0.5
O=C(C[C@H]1C[C@H](C(=O)N2CCOCC2)[C@@]2(CCC3CCCC3)c3[nH]c4cc(-c5ccco5)ccc4c3CCN2C1=O)NCc1cccc(C(F)(F)F)c1	107	0.1
CC[C@]12c3[nH]c4cc(-c5ccco5)ccc4c3CCN1C(=O)[C@@H](CC(=O)NCCc1ccccn1)C[C@@H]2C(=O)N1CCN(C(=O)C2CC2)CC1	105	-0.1
COc1ccc(-c2noc(CCC(=O)N3CCN(c4ccc(Br)cc4)CC3)n2)cc1	106	0.0
COc1ccc(CNC(=O)C[C@H]2C[C@H](C(=O)N3CCCCC3)[C@@]3(C)c4[nH]c5cc(CCC(=O)N(C)C)ccc5c4CCN3C2=O)cc1OC	104	-0.3
CC(C)[C@H]1COCCS(=O)(=O)N1Cc1ccccc1-c1ccccc1	119	-0.3
COc1cc2c(c(OC)c1OC)C(c1ccc(C)cc1)CC(=O)O2 (stereo not given)	128	-0.3
COc1ccc2[nH]c3c(c2c1)CCN1C(=O)C(CC(=O)NCc2cccc(C(F)(F)F)c2)C[C@H](C(=O)N(C(C)C)C(C)C)[C@@]31C (stereo not given in full)	113	0.2
COC(=O)[C@H](Cc1ccc(O)cc1)NC(=O)Cn1cnc2c(NCc3ccccc3)ncnc21	96	0.3
CCOC(=O)C1=C(C)N(C[C@@H]2CC[C@@H](Cc3ccc4cc(OC)ccc4c3)O2)C(=O)NC1c1ccccc1 (stereo not given in full)	88	-0.1
COc1ccc(-c2cccc([C@H]3[C@@H]4C=CC[C@@H](C)[C@@H]4C(=O)N3Cc3ccccc3)c2)cc1	92	-0.3
CCOC(=O)c1ccc(N[C@@H]2CCN3C(=O)c4ccccc4[C@@H]3C[C@H]2O)cc1	94	0.0
COc1ccc(CNC(=O)Cn2cnc3c(NCc4ccccc4)ncnc32)cc1	95	0.2
CC(C)CN1CC(COCc2ccccc2)Oc2ccccc2S1(=O)=O (stereo not given)	126	0.3
O=C1N[C@H]2CC=C[C@H]2Nc2ccccc21	115	-0.3
CCOC(=O)C1=C(c2ccccc2)c2ccccc2OC1C(=O)OCC (stereo not given)	98	0.1
Cc1cc2c(c(C)c1Br)C(c1ccc3c(c1)OCO3)CC(=O)O2 (stereo not given)	120	0.1
CN1CCN(S(=O)(=O)NC[C@H]2O[C@@H](n3cnc4c(N)ncnc43)[C@H](O)[C@@H]2O)CC1	102	0.2
CCN(CC)C(=O)[C@H]1CC(CC(=O)NCCc2ccccn2)C(=O)N2CCc3c([nH]c4ccc(OC)cc34)[C@]12C (stereo not given in full)	107	-0.3
CCN(CC)C(=O)[C@H]1C[C@H](CC(=O)NCCC2=CCCCC2)C(=O)N2CCc3c([nH]c4cc(CCC(=O)N(C)C)ccc34)[C@]12C	99	0.2
CN(C)CCCNC(=O)C[C@H]1C[C@H](C(=O)N2CCCCC2)[C@@]2(C)c3[nH]c4cc(-c5ccco5)ccc4c3CCN2C1=O	99	-0.2
COc1ccc2[nH]c3c(c2c1)CCN1C(=O)C(CC(=O)NCC24CC5CC(CC(C5)C2)C4)C[C@H](C(=O)N2CCOCC2)[C@@]31CCC1CCCC1 (stereo not given in full)	88	0.2
COc1ccc2[nH]c3c(c2c1)CCN1C(=O)C(CC(=O)NCCCN(C)C)C[C@H](C(=O)N2CCOCC2)[C@@]31CCC1CCCC1 (stereo not given in full)	106	-0.3
C[C@]12c3[nH]c4cc(-c5ccco5)ccc4c3CCN1C(=O)[C@@H](CC(=O)NCCC1=CCCCC1)C[C@@H]2C(=O)N1CCOCC1	82	0.1
CCN1C(=O)[C@H]2[C@H]3CN=C(SCc4ccc(OC)cc4)N3[C@@](CC)(C(=O)OC)[C@H]2C1=O	106	-0.2
COCCCNC(=O)C[C@H]1C[C@H](C(=O)N2CCCCC2)[C@@]2(C)c3[nH]c4cc(-c5ccco5)ccc4c3CCN2C1=O	103	-0.3
COc1ccc(CN2C(CC(=O)Nc3cccnc3)c3ccc(C(F)(F)F)cc3S2(=O)=O)cc1 (stereo not given)	110	-0.1
COc1cc(OC)c2c(c1)OC(=O)CC2c1ccc(C)cc1 (stereo not given)	92	0.1
COc1ccc2[nH]c3c(c2c1)CCN1C(=O)C(CC(=O)NCCC2=CCCCC2)C[C@H](C(=O)N2CCCCC2)[C@@]31C (stereo not given in full)	118	1.1

Full records from above.
Entry for O=C1N[C@H]2CC=C[C@H]2Nc2ccccc21 = Yeast superoxide = 115; Efflux pump mplx = -0.3
Entry for COc1ccc2[nH]c3c(c2c1)CCN1C(=O)C(CC(=O)NCCCN(C)C)C[C@H](C(=O)N2CCOCC2)[C@@]31CCC1CCCC1 (stereo not given in full) = Yeast superoxide = 106; Efflux pump mplx = -0.3
Entry for CN1CCN(S(=O)(=O)NC[C@H]2O[C@@H](n3cnc4c(N)ncnc43)[C@H](O)[C@@H]2O)CC1 = Yeast superoxide = 102; Efflux pump mplx = 0.2

(continued)
mol	Yeast superoxide	Efflux pump mplx
CC[C@]12c3[nH]c4cc(-c5ccco5)ccc4c3CCN1C(=O)[C@@H](CC(=O)NCc1ccc(OC)c(OC)c1)C[C@@H]2C(=O)N1CCN(C(=O)C2CC2)CC1	83	0.6
Cc1ccc(-c2cccc(-c3cc(=O)oc4ccc(C(C)(C)C)cc34)c2)cc1	98	0.1
CC[C@H]1C(O)C[C@H]2CCN3C(=O)CCC[C@H]1[C@H]23 (stereo not given in full)	103	-0.3
C[C@@H]1C(c2ccccc2)=NN(c2ccc(Br)cc2)[C@H]1C(=O)N1CCOC1=O	102	0.5
CCN(CC)C(=O)[C@H]1C[C@H](CC(=O)NCCCOC)C(=O)N2CCc3c([nH]c4cc(CCC(=O)N(C)C)ccc34)[C@]12C	95	-0.2

These rows are one share of the data, so the mix of outcomes need not match the whole.
